Source: PubChem
FBPA Giardia inh = qHTS Assay for Inhibitors of Fructose-1,6-bisphosphate Aldolase from Giardia Lamblia | Potency, µM (series often up to 59.6 µM), for inactives: at the top dose activity, negative = inhibition, most hits filed as inhibitors | hit rate 0.71% among 290,000 | purified Giardia FBPA | A8B2U2 | AID 2451, 2010; note: potency is the fitted concentration of half-maximal effect; % is set by controls: 0 for no effect and ±100 for the full control effect; nearly all actives have a fitted effect of over 55% in size
Target sequence (A8B2U2 whole entry, looked up): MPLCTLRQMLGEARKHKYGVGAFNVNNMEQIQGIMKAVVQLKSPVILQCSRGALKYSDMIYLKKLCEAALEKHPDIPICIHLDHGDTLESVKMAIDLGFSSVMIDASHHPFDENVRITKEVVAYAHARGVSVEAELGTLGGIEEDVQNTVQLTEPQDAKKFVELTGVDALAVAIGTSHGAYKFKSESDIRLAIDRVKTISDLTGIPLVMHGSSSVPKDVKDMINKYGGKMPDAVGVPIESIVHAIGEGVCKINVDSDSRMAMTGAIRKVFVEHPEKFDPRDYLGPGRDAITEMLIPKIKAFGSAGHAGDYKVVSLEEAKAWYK
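40 nM FBPA preincubated 10 min at RT with compound (up to 57.5 uM final), then substrate plus GAPDH/TPI/NAD/arsenate coupling and diaphorase/resazurin added. Fluorescence read after 20 min at RT, 525/598 nm.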
Shiga inhibitor = A qHTS for Small Molecule Inhibitors of Shiga Toxin; Vero cells, Shiga toxin protein synthesis inhibition reporter; inhibition, % at 38.7 µM; hit rate 9.2% among 290,000; in the data active = inhibition mostly above about 28%, no sharp cut-off; inactive = mostly below about 43%; note: 0% is about no effect
Pf growth 96h = Primary qHTS for delayed death inhibitors of the malarial parasite plastid, 96 hour incubation; hit rate 6.9% among 320,000; AID 504834, 2011; P. falciparum luciferase reporter growth, 96 h; Potency, µM (series often up to 28.7 µM), inactives show at the top dose activity change, negative = inhibition, actives largely listed as inhibitors; note: potency is the fitted concentration of half-maximal effect; % is set by controls: 0 for no effect and ±100 for the full control effect
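P. falciparum expressing integrated firefly luciferase, in erythrocytes at 2% hematocrit, 0.05% parasitemia, incubated with compounds 96 h at 37 C, 5% CO2. Growth inhibition read as loss of luminescence; two-generation exposure targets delayed-death apicoplast inhibitors.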
CHX counter = Cycloheximide Counterscreen for Small Molecule Inhibitors of Shiga Toxin. cell reporter, cycloheximide protein synthesis inhibition counterscreen. max response, %. hit rate 12% among 300,000. AID 2314, 2010; in the data active = max response mostly above about 13%, no sharp cut-off; inactive = mostly below about 14%; note: read at 38.3 µM for the half of the compounds with a filed dose; 0% is about no effect
HCV inhibitor = qHTS Assay for Inhibitors of Hepatitis C Virus (HCV); Huh7.5.1 HCVcc-Cre infection, luciferase reporter, 44 h; AID 651820, 2012; hit rate 3.4% among 340,000; Potency, µM (titrated, usually from 41.8 µM), for inactives: at the top dose activity change, negative = inhibition, actives largely listed as inhibitors; note: potency is the fitted concentration of half-maximal effect; % is set by controls: 0 for no effect and ±100 for the full control effect
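Compounds are dispensed onto cells plated 4 h earlier at 1,000 per well, with HCVcc-Cre virus (about 0.5 moi) added next. Following 44 h of culture, luminescent signal is measured for 15 sec after 15 min with substrate at room temperature.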
Pf growth 48h = Primary qHTS for delayed death inhibitors of the malarial parasite plastid, 48 hour incubation; P. falciparum luciferase growth in erythrocytes, 48 h; Potency, µM (titrated, usually from 28.7 µM), inactives show at the highest dose activity change, negative = inhibition, hits mostly inhibitors; hit rate 5.9% among 310,000; note: potency is the fitted concentration of half-maximal effect; % is set by controls: 0 for no effect and ±100 for the full control effect
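A one-generation exposure of luciferase-tagged malaria parasites in RPMI 1640/Albumax erythrocyte culture, 37 C and 5% CO2. Inhibition is inferred from decreased luminescence after adding detection reagent.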
Starred values were filed as active, the others as inactive; ? = inconclusive; · = not tested or not shown; & = joins results of further samples; ! = not confirmed by another sample; [ ] = remark or other dose. Unless noted, calls come from the whole dose curve; as a rule, active = well fitted curve in the direction sought with a large enough effect; inconclusive = small, poorly fitted or top-dose-only effect, or another doubt; inactive = no such curve, though single readings can be large; an effect the other way counts as inactive or inconclusive.

SMILES	FBPA Giardia inh	Shiga inhibitor	Pf growth 96h	CHX counter	HCV inhibitor	Pf growth 48h
CON1C(=O)CN(C(C)=O)C1c1ccc(Cl)cc1Cl (stereo unspecified)	5%	-4	·	1	8%	-4%
O=C(OCC(=O)c1ccc([N+](=O)[O-])cc1)/C(=C/c1ccc(Cl)cc1)NC(=O)c1ccccc1	1%	-8	26%	-2	9%	14%
CCOc1ccc(S(=O)(=O)N2CCOCC2)cc1NC(=O)c1ccc(N2CCCC2=O)cc1	·	·	?	·	-5%	?
Cc1cccc(C)c1OCC(=O)N(Cc1ccc(N(C)C)cc1)C1CCS(=O)(=O)C1 (stereo unspecified)	8%	10	?	-2	14%	?
COc1ccccc1-n1cnc2cc(C(=O)N3CCOCC3)ccc21	·	41*	9.3µM*	25*	15%	10%
O=c1[nH]c2cc3c(cc2cc1C(c1nnnn1C1CCCC1)N1CCSCC1)OCCO3 (stereo unspecified)	-8%	-8	51%[activator]	1	16%	9%
CC(C)(C)c1ccc(S(=O)(=O)Nc2ccc3c(c2)COC3=O)cc1	15%	39	18%	-2	-3%	1%
CCOC(=O)C1CCCN(c2nc3c(C)cccn3c(=O)c2/C=C(\C#N)C(=O)NCc2ccco2)C1 (stereo unspecified)	1%	-1	?	-2	?	?
Brc1cc2c(cc1Cn1c(-c3cncs3)nc3ccccc31)OCO2	1%	-3	?	-1	2%	?
O=C(Nc1ccccc1C(=O)O)c1cccc(S(=O)(=O)Nc2ccc(Br)cc2)c1	-3%	-7	62%[activator]	1	15%	47%[activator]
COc1cc(NC(=O)c2nccn2C)cc(C(=O)Nc2cccc(C(F)(F)F)c2)c1	11%	-5	56%[activator]	0	2.5µM*	-16%
Cc1ncc(CO)c(/C=N/NC(=S)Nc2ccc(C(C)C)cc2)c1O	7%	5	12µM*	12	11µM*	?
C=CCN1C(=O)C(Cc2cccc(C)c2)SC1=Nc1ccc(C(=O)O)cc1 (stereo unspecified)	-2%	-3	-13%	2	9%	?
CCOC(=O)c1c(C)nc2c(c1-c1ccc(OC)c(OC)c1)C(=O)c1ccccc1-2	-1%	10	?	-3	14%	?
CS(=O)(=O)c1ccc(C(=O)OCC(=O)NC(=O)C2CCCCC2)cc1[N+](=O)[O-]	2%	18	?	18	-1%	?
CCOc1ccc(S(=O)(=O)Nc2ccc(C(=O)NCC(c3ccco3)N3CCCCC3)cc2)cc1 (stereo unspecified)	·	·	?	·	?	3%
COc1cc2cnc(-c3ccccc3)c(-c3ccc(C(F)(F)F)cc3)c2cc1OC	·	·	?	·	-2%	?
CC(C)N1CCN(Cc2ccc(Oc3ncccn3)cc2)CC1CCO (stereo unspecified)	2%	-21	0%	-2	25%	6%
CCCCn1c(-c2ccccc2C)nc2cc3[nH]c(=O)c(C(C)C)nc3cc21	-19%	-2	?	0	-19%	?
CN(CC(=O)Nc1cc(Cl)ccc1C#N)C1CCS(=O)(=O)C1 (stereo unspecified)	·	·	?	·	16%	?
O=C(c1ccco1)N1CCN(S(=O)(=O)c2ccc(Cl)cc2)CC1	12%	·	?	-2	4%	-26%
COC(=O)c1cc(OC)c(OC)cc1NC(=S)NC(=O)c1ccco1	13µM*	6	50%[activator]	7	3%	22%
CCOc1ccc(C2C3=C(Nc4nc(N)[nH]c(=O)c42)c2ccccc2C3=O)cc1 (stereo unspecified)	2%	-8	?	-1	?	0%
Cc1ccc(-n2nc(C(=O)NCc3ccco3)c3c4ccccc4n(C)c3c2=O)cc1	1%	2	-23%	-2	-23%&-11%	14%
CC(C(=O)OCC(=O)c1ccccc1)N1C(=O)c2ccccc2C1=O (stereo unspecified)	-4%	0	-5%	-1	-4%	5%
Additional compounds follow.
SMILES	FBPA Giardia inh	Shiga inhibitor	Pf growth 96h	CHX counter	HCV inhibitor	Pf growth 48h
COC(=O)c1cc2c(C)[nH]c(C)c2cc(C(=O)OC)c1=O	?	-6	-1%	-2	8%	16%
CCC12CN3CCN(CC(C3)/C1=N\NC(=O)c1ccc(Cl)cc1)C2	0%	16	?	-2	9%	-3%
O=C(O)c1ccc(NC(=O)c2cccc(C(=O)Nc3ccc(C(=O)O)cc3)n2)cc1	-23%	-1	9%	-2	7%	21%
O=C(CC(Nc1ccccc1)c1ccc(F)cc1)c1ccccc1 (stereo unspecified)	-3%	56*	2.6µM*	73*	1%	10%
CCOC(=O)c1c(NC=O)sc2c1CCC2	-1%	-22	·	-4	?	22%
CCOc1ccccc1NC(=O)C1CCCN(S(C)(=O)=O)C1 (stereo unspecified)	-9%	-14	?	-2	10%	10%
COc1ccc(CN2CCN(Cc3ccon3)CC2CCO)c(C)c1C (stereo unspecified)	4%	-2	32%[activator]	7	9%	5%
CCOC(=O)c1c(-c2ccccc2)csc1N1C(=O)Nc2ccccc2N1O	?	9	-8%	12	0%	0%
CCOC(=O)Nc1cc(C(=O)OCC)c(C)nc1C	1%	12	11%	-5	22%	8%
O=C(N/N=C/C=C/c1ccccc1)c1cc(C2CC2)[nH]n1	1%	24	-6%	1	3%	-9%
O=C1NCC(=O)N2C(c3ccccc3)c3[nH]c4ccccc4c3C[C@@H]12 (stereo partly specified)	1%	1	-27%	-1	6%	-13%
Cc1ccc(S(=O)(=O)N2CCOCC2)cc1C(=O)Nc1ccc(S(=O)(=O)Nc2nccs2)cc1	2%	2	?	-4	-12%	-19%
COc1ccc(OC)c(-n2c(O)c(/C=C3\C(C)=Nc4ccccc43)c(=O)[nH]c2=O)c1	-5%	-8	18%	1	4%	?
Cc1cccc(N2C(=O)NC(=O)/C(=C\c3cnn(-c4ccccc4)c3)C2=O)c1	-1%	66*	52%[activator]	25*	-7%	26%
COc1ccc(OC[C@@H](O)CNC(=O)c2cccc3c2C(=O)c2ccc(Cl)cc2S3(=O)=O)cc1	·	·	2.1µM*	·	11%	?
O=C(CN1c2ccccc2Sc2ccccc21)N/N=C/c1ccc([N+](=O)[O-])cc1	-7%	7	?	-1	?	?
CCc1c(C)nc2ncnn2c1N1CCCC(C(=O)Nc2cc(F)ccc2C)C1 (stereo unspecified)	0%	-22	?	-3	-30%	·
COc1ccc2c(c1)n([O-])c1c([n+]2=O)CCC1	-25%	-3	12%	-2	-11%	7%
OCc1ccccc1N=Cc1cccnc1	-2%	3	-6%	-5	-15%	-6%
CC(=O)NCCNc1ccc([N+](=O)[O-])cn1	7%	-14	-5%	-3	-5%	-19%
Cc1ccc(C(=O)/C=C2\NCC(C)NC2=O)cc1 (stereo unspecified)	·	27	?	-2	-2%	119%[activator]
CCOC(=O)c1c(-c2ccccc2)csc1NC(=O)c1ccc(S(=O)(=O)N2CCOCC2)cc1	4%	-9	2%	-1	-1%	19%
CCOC(=O)C1(CC2CCCCO2)CCN(S(=O)(=O)c2c(C)nn(C)c2C)CC1 (stereo unspecified)	-1%	15	?	-1	-13%	-26%
Cc1[nH]c2ccccc2c1C(=O)CSc1nccc(=O)[nH]1	0%	-3	?	-3	0%	-28%
N#C/C(=C\c1c(Cl)cccc1Cl)c1nc2ccccc2[nH]1	-12%	36	8.3µM*	14*	-26%	8.3µM*

Reformatted as a markdown table: entries from further up.
| Molecule | FBPA Giardia inh | Shiga inhibitor | Pf growth 96h | CHX counter | HCV inhibitor | Pf growth 48h |
| --- | --- | --- | --- | --- | --- | --- |
| COc1cc(NC(=O)c2nccn2C)cc(C(=O)Nc2cccc(C(F)(F)F)c2)c1 | 11% | -5 | 56%[activator] | 0 | 2.5µM* | -16% |
| Cc1ncc(CO)c(/C=N/NC(=S)Nc2ccc(C(C)C)cc2)c1O | 7% | 5 | 12µM* | 12 | 11µM* | ? |
| C=CCN1C(=O)C(Cc2cccc(C)c2)SC1=Nc1ccc(C(=O)O)cc1 (stereo unspecified) | -2% | -3 | -13% | 2 | 9% | ? |
| CCOC(=O)c1c(C)nc2c(c1-c1ccc(OC)c(OC)c1)C(=O)c1ccccc1-2 | -1% | 10 | ? | -3 | 14% | ? |
| CS(=O)(=O)c1ccc(C(=O)OCC(=O)NC(=O)C2CCCCC2)cc1[N+](=O)[O-] | 2% | 18 | ? | 18 | -1% | ? |
| CCOc1ccc(S(=O)(=O)Nc2ccc(C(=O)NCC(c3ccco3)N3CCCCC3)cc2)cc1 (stereo unspecified) | · | · | ? | · | ? | 3% |
| COc1cc2cnc(-c3ccccc3)c(-c3ccc(C(F)(F)F)cc3)c2cc1OC | · | · | ? | · | -2% | ? |

Carrying on:
SMILES	FBPA Giardia inh	Shiga inhibitor	Pf growth 96h	CHX counter	HCV inhibitor	Pf growth 48h
Cc1ccc(C)c(Cn2c(C)nc3c(sc(=S)n3-c3ccccc3)c2=O)c1	1%	-8	-14%	5	20%	-2%
O=C(CCCN1C(=O)/C(=C\c2cccs2)SC1=S)Nc1cccc(C(=O)O)c1	17%	32	-25%	-3	-3%	-20%
CCn1c(Cc2ccccc2)nnc1SCc1nc2ccccc2c(=O)[nH]1	5%	18	9%	7	1%	7%
COc1ccccc1Oc1ccc2c(c1)C(=O)N(CC(=O)O)C2=O	15%	7	-5%	-5	23%	17%
Cc1ccc(C(=O)NCCC(=O)N2CCC3(CC2)NCCc2[nH]cnc23)cc1C	-29%	-2	4%	11*	8%	-3%
CC(=O)Nc1cccc(/C(C)=N/NC(=O)c2ccc(Cl)cc2Cl)c1	6%	34	1%	15	-18%	40%[activator]
COc1ccc(N2C(=O)CC(c3ccc([N+](=O)[O-])cc3)C2=O)cc1 (stereo unspecified)	3%	-3	21%	1	19%	13%
CCOc1ccccc1C=Nc1ccccc1C(=O)Nc1ccccc1	-1%	68*	71%[activator]	16*	-6%	10%
CCOc1ccc(-c2nnn(CC(=O)c3ccc4c(c3)OCCO4)n2)cc1OCC	-3%	18	15µM*	34*	?	-11%
COc1cc(CCCN2C(=S)NC[C@@H]2CC2CCCCC2)cc(OC)c1OC	-5%	1	?	-3	?	?
O=C(NCCCl)Nc1cc([N+](=O)[O-])ccc1Cl	-3%	-11	13%	-4	-5%	0%
Cc1ccc(NC(=O)CN(Cc2ccccc2)S(C)(=O)=O)cc1C	0%	-15	15%	-2	11%	6%
Cc1nonc1OCCNCc1c(C(=O)N2CCCCCCC2)nc2ccc(Cl)cn12	-7%	1	18%	5	-15%	3.7µM*
COc1ccc(CC(=O)N2CC3(C)CC2CC(C)(C)C3)cc1 (stereo unspecified)	-2%	6	·	8	11%	-13%
O=C(NCCc1ccccc1F)C(=O)Nc1nccs1	-1%	26	60%[activator]	19	10%	33%[activator]
O=C(Cc1ccc(NS(=O)(=O)c2ccc(Cl)c(Cl)c2)cc1)NCCN1CCOCC1	·	·	-3%	·	31%[activator]	?
CC(C)(C)C(=O)CN1C(=O)NC(C)(Cc2ccc3c(c2)OCO3)C1=O (stereo unspecified)	0%	-7	-2%	-4	7%	2%
C1CNC2NCCNC2N1 (stereo unspecified)	8%	13	13%	-3	-6%	2%
CC1CN(S(=O)(=O)c2cccc(C(=O)N(C)C3CCN(C)CC3)c2)CC(C)O1 (stereo unspecified)	·	·	-7%	·	9%	-5%
CN1CCC(=C2c3ccccc3C=Cc3ccccc32)CC1	-8%	-8	?	-4	?	12µM*!
Cc1ccc(CC(=O)Nc2ccccc2N2CCOCC2)cc1C	-14%	-14	·	-6	1%	?
Cc1ccc(Nc2nc3ccccc3n3cnnc23)cc1Cl	1%	2	?	16	14%	?
O=C(COc1ccc(Cl)cc1)Nc1ccc2[nH]ncc2c1	2%	-3	?	-2	?	52%[activator]
CCn1c(SCC(=O)Nc2ccc(NC(C)=O)cc2)nc2c1c(=O)n(C)c(=O)n2C	·	1	15%	-3	9%	24%
O=[N+]([O-])c1ccc(N2CCN(CC3CCCCC3)CC2)cc1	?	·	-7%	-4	?	21%
COc1ccccc1NC(=S)N1CCC(NC(=O)C23CC4CC(CC(C4)C2)C3)CC1	1%	-8	67%[activator]	-3	-24%	?
